From PubChem BioAssay
GSK3A inh = human GSK-3 alpha kinase inhibition; P49840; ADP-Glo luminescence, 60 min; inhibition, % at 10 µM; 320,000 tested, 0.1% active;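 in the data active = inhibition above about 50%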;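 note: GST-tagged GSK-3 alpha with peptide substrate and 25 µM ATP; 0% = DMSO neutral wells and 100% = GW8510 positive control wells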
Target sequence (P49840 whole entry, looked up): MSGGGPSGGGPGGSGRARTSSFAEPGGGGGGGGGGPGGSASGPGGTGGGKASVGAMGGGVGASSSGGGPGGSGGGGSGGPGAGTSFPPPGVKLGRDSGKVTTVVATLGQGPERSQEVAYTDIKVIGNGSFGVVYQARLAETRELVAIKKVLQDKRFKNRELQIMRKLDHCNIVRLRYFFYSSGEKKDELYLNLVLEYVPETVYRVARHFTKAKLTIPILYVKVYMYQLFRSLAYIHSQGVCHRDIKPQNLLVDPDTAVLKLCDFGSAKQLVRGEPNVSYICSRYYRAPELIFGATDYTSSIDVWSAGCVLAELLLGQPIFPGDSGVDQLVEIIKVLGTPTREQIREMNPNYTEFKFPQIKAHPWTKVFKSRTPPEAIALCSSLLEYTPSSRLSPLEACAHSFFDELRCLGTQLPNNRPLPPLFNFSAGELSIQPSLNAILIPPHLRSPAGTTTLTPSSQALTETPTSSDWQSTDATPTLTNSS
Platelet DG rel = platelet dense granule release activity; human platelet-rich plasma, SFLLRN dense granule ATP release, luminescence; inhibition, %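 (compounds screened at 7.5 µM in platelet-rich plasma)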; 300,000 tested, 0.22% active;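 active = mean replicate score, as percent of positive control, at or above 50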
DYRK1A inh = Dyrk1A (rat) kinase inhibition | 310,000 tested, 0.43% active | ADP-Glo luminescence, NFATc1 peptide | inhibition, % at 12.5 µM | Q63470; in the data active = inhibition above about 50%;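 note: plate controls were vehicle with enzyme for no effect and no enzyme for full effect; many of its hits are not listed in these tables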
aSyn 5UTR inh = MLPCN primary screen, SNCA 5' untranslated region; AID 1813; alpha-synuclein 5'UTR reporter, inhibitor activity; inhibition, % (tested at 7.5 µM); 300,000 tested, 0.82% active; in the data active = inhibition above about 60%;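 note: H4 neuroglioblastoma cells stably carrying SNCA 5'UTR luciferase fusion; 0% = DMSO wells and 100% = positive control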
KLF5 inh = suppresses KLF5 promoter-driven expression | DLD-1 KLF5 promoter-luciferase reporter, luminescence | inhibition, % at 5 µM | 290,000 tested, 0.23% active | AID 1700;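 active = inhibition above a per-plate limit of that plate's mean compound inhibition plus 3 SD, cut at about 60% in these data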;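 note: 0% = DMSO wells and 100% = LY294002 at 200 µM; higher means less KLF5 promoter-driven luciferase light; inactives centre near -14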
HSF1 inhib = HSF1 inhibition. NIH3T3-HGL HSE-luciferase, MG132-induced, luminescence 8 h; stronger effect = lower value. activity change, negative = inhibition, % at 7.5 µM (by protocol). 300,000 tested, 0.77% active. AID 2098;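 active = more than half of replicate wells show activity change below -50%, luminescence cut by over half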;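 note: luciferase reports HSF-1 transcriptional activity via heat shock element; 0% = median of DMSO wells and -100% = zero luminescence signal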
HSF-1 act = increases HSF-1 driven luciferase reporter signal; NIH3T3-HGL HSF-1 luciferase reporter, MG132, 8 h; 100% = twice DMSO control signal; AID 504408; activation, % at 9 µM; 300,000 tested, 1.7% active;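 active = mean replicate activation of at least 50% with a set share of replicates each reaching 50%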;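 note: 0% = median of the neutral control wells and 100% = twice that signal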
HSP90 inh = blocks HSP90-mediated luciferase refolding in reticulocyte lysate; inhibition, % at 5.6 µM; 290,000 tested, 0.91% active; AID 1789; Rabbit reticulocyte lysate, luciferase refolding luminescence, 3 h;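 active = inhibition above the screen-wide mean plus 3 SD, computed separately per campaign, cut at about 16% in these data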;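 note: 0% = DMSO wells and 100% = 60 µM geldanamycin wells; inhibitors lower the luminescence because luciferase stays unfolded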
IEC-6 tox = counter-screen for KLF5 inhibitors: cytotoxicity in IEC-6 cells; IEC-6 cytotoxicity, luminescence viability; inhibition, % at 5 µM; 290,000 tested, 0.78% active; in the data active = inhibition above about 22%;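 note: 0% = plate median of test compound wells and 100% = cytotoxic reference compound wells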
GSK3B inh = blocks human GSK3beta kinase activity | AID 2097 | GST-GSK3beta kinase, ADP-Glo luminescence, 60 min; stronger effect = lower value | 300,000 tested, 0.038% active | P49841 | activity score (negative = inhibition), % at 10 µM;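 active = more than half of replicate wells score below -50%, meaning over 50% inhibition versus plate controls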;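 note: 0% = median DMSO wells and -100% = median GW8510 positive control wells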
Target sequence (P49841 whole entry, looked up): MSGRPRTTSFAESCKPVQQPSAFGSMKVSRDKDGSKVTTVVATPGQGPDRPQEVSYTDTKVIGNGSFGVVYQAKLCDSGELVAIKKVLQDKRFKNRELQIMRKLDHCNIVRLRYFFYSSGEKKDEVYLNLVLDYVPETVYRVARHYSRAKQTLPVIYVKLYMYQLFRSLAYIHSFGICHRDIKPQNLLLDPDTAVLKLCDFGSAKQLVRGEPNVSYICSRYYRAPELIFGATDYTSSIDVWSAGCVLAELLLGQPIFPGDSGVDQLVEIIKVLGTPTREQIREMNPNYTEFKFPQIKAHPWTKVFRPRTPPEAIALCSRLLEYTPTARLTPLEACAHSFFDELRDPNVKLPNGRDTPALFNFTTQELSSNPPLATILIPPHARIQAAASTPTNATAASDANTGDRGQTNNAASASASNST
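test system = GST-tagged human GSK3beta kinase, cell-free | reagent = 25 µM ATP with peptide substrate | dosing = one dose of 10 µM per compound | schedule = 60 min reaction, RT | detection = luminescent ADP-Glo measurement of ADP formed | control set = DMSO neutral wells and GW8510 at 20 µM as positive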
* = called active by the depositor; · = not tested or not shown. Not all compounds are listed; the hit share may differ from the screen's.

1: O=C(N/N=C/c1c(O)n(CCc2ccc(F)cc2)c(=O)[nH]c1=O)c1ccccc1
2: COc1ccc2[nH]cc(C(=O)CN(C)C)c2c1
3: COC(=O)[C@@H]1[C@@H](C(=O)OC)C2(c3ccccc3-c3ccccc32)N(c2ccc(Cl)cc2)N1C#N
4: CCn1c(=O)cc(SCC(=O)N2CCC3(CC2)OCCO3)c2ccccc21
5: Cc1ccc(C2=NCC(=O)Nc3ccc(Br)cc32)cc1
6: CNc1cc(Cl)c2nonc2c1[N+](=O)[O-]
7: COc1ccc(-n2c(O)c(C(C)=NCCCn3ccnc3)c(=O)[nH]c2=O)cc1
8: C=CCn1c(O)c(C=NCCN(C)C)c(=O)[nH]c1=O
Compound	1	2	3	4	5	6	7	8
GSK3A inh	-3	1	1	-2	10	·	54*	1
Platelet DG rel	-3	-4	13	3	12	6	6	3
DYRK1A inh	·	-2	0	3	14	-1	6	2
aSyn 5UTR inh	-38	-18	16	-34	10	6	-11	-4
KLF5 inh	-16	·	-1	1	-6	5	-21	-20
HSF1 inhib	6	-6	-96*	34	-4	113	-15	-7
HSF-1 act	-12	-19	-96	68*	24	168*	-11	16
HSP90 inh	3	·	10	4	0	4	2	-1
IEC-6 tox	7	·	4	21	5	93*	-2	-4
GSK3B inh	2	-3	3	4	-5	1	1	-1

9: O=c1cc(C(F)(F)F)c2cc3c4c(c2o1)CCCN4CCC3
10: OCCN1C2CCC1CC(O)(c1ccc(F)cc1)C2 (centres undefined)
11: O=C1Nc2ccc(Br)cc2C(c2ccc(Cl)cc2)=NC1O (centres undefined)
12: O=C(Nc1ccc(C(F)(F)F)cc1)OC1CN2CCC1CC2 (centres undefined)
13: O=c1[nH]c(=S)[nH]c(O)c1CN1CCCCC1
14: CN(C)C(=O)Oc1c(Cl)cc(Cl)c2cccnc12
15: Cc1ccc(-n2nc(C)c3c2NC(=O)CSC3c2ccc3c(c2)OCO3)cc1 (centres undefined)
16: Cc1ccc(/C=C2\C(=O)NC(=S)N(c3ccccc3F)C2=O)s1
Compound	9	10	11	12	13	14	15	16
GSK3A inh	0	-1	0	0	-2	-2	-1	-1
Platelet DG rel	-14	7	-2	6	19	-4	-6	·
DYRK1A inh	5	·	14	6	-4	0	3	1
aSyn 5UTR inh	29	18	15	-12	10	20	-18	·
KLF5 inh	-8	-14	-30	-20	-9	-6	5	-14
HSF1 inhib	-2	-6	2	2	-3	-2	-63*	·
HSF-1 act	0	-1	-5	21	7	9	-68	·
HSP90 inh	-5	-3	4	-1	2	-4	0	2
IEC-6 tox	4	2	-4	-3	-9	-1	-2	-1
GSK3B inh	-1	-2	-1	-1	1	3	0	·

17: CCCCOc1ccc(CC2C(=O)N(C)C(=O)N(C)C2=O)cc1
18: CC(C)C12CN3CC(C(C)C)(CN(C1)C3c1cccnc1)C2=O (centres undefined)
19: CC(=NCC1CCCO1)c1c(O)n(-c2ccc(Cl)cc2)c(=O)[nH]c1=O (centres undefined)
20: O=C(c1ccc2c(c1)OCO2)C1CCCN(Cc2ccccn2)C1 (centres undefined)
21: Cn1ccnc1P(=S)(c1nccn1C)c1nccn1C
22: Cc1ccc(/C=C2/C(=O)NC(=O)N(Cc3ccc(F)cc3)C2=O)o1
23: COc1ccc(N2C(=O)/C(=C/c3ccco3)C(=O)NC2=S)cc1
24: CCN(CC)c1ccc(CNCCc2ccc(F)cc2)cc1
Compound	17	18	19	20	21	22	23	24
GSK3A inh	-2	·	-1	-1	-2	-2	-5	-2
Platelet DG rel	2	-1	-2	2	-1	-2	16	4
DYRK1A inh	-13	3	5	-9	-3	·	1	1
aSyn 5UTR inh	-30	-14	22	-6	4	-2	9	8
KLF5 inh	-35	-5	-16	-20	9	-8	-5	3
HSF1 inhib	-6	0	-5	-10	-8	-4	2	1
HSF-1 act	13	-8	-11	3	4	6	-6	3
HSP90 inh	0	1	-3	-1	-1	-5	1	2
IEC-6 tox	-1	0	-2	2	-5	-4	-12	2
GSK3B inh	4	0	-3	6	4	1	-3	-22

25: Cc1ccc2nc(-c3ccncc3)cc(C(=O)N3CCC4(CC3)OCCO4)c2c1
26: CC(C)c1cccc(C(C)C)c1OCCn1ccnc1
27: C1=NCCc2c1[nH]c1ccccc21
28: CN(C)C1(CNC(=O)c2cc(S(=O)(=O)N3CCOCC3)c(Cl)cc2Cl)CCCCC1
29: Clc1ccc(COC(Cn2ccnc2)c2ccc(Cl)cc2Cl)cc1 (centres undefined)
30: COC(=O)c1ccc(CN2CCN(Cc3ccccc3)CC2)cc1
31: CC(Cc1ccccc1)/[N+]([O-])=C\c1ccc(C(F)(F)F)cc1 (centres undefined)
32: CN(C)C(=O)Oc1cccc(NC(=O)c2ccccc2C(F)(F)F)c1
Compound	25	26	27	28	29	30	31	32
GSK3A inh	-1	1	-2	-2	1	0	-6	-4
Platelet DG rel	-3	-2	9	-2	0	-5	11	-12
DYRK1A inh	5	-6	8	20	-14	-3	1	·
aSyn 5UTR inh	7	-21	1	-2	7	5	-119	-34
KLF5 inh	-38	-26	·	·	-23	0	·	-1
HSF1 inhib	12	-5	-6	-7	7	2	7	5
HSF-1 act	8	-8	-7	-5	15	13	10	1
HSP90 inh	1	0	·	·	3	1	·	0
IEC-6 tox	-2	-3	·	·	8	-4	·	3
GSK3B inh	0	-1	2	4	3	-20	1	3

33: Cc1ccc(-c2cc(-c3ccc(C)cc3)[n+](-c3ccc(C(=O)O)cc3)c(-c3ccc(C)cc3)c2)cc1
34: COc1ccc(C(c2c(O)c3ccccc3oc2=O)c2c(C)n(C)n(-c3ccccc3)c2=O)cc1 (centres undefined)
35: CCOP(=O)(OCC)C(NC(=O)c1cccc([N+](=O)[O-])c1)C(Cl)(Cl)Cl (centres undefined)
36: CCCCn1c(O)c(C(C)=NCc2ccco2)c(=O)[nH]c1=O
37: Cc1ccccc1-[n+]1c(-c2ccccc2)cc(-c2ccccc2)cc1-c1ccccc1
38: CC(=O)c1cn(Cc2ccc(C#N)cc2)c2ccccc12
39: COc1ccc(CNCCc2c[nH]c3ccccc23)c(OC)c1OC
40: O=C(c1ccc(Cl)cc1)C1CCCN(Cc2cccc3cccnc23)C1 (centres undefined)
Compound	33	34	35	36	37	38	39	40
GSK3A inh	1	-4	0	2	4	-3	1	0
Platelet DG rel	-2	-23	0	0	2	-8	0	-12
DYRK1A inh	-5	-4	-5	12	3	-8	8	-1
aSyn 5UTR inh	-16	7	-23	-11	47	17	3	-6
KLF5 inh	·	-12	17	-15	·	-22	2	-40
HSF1 inhib	-28	0	2	0	-5	-6	-6	4
HSF-1 act	-30	-4	5	0	-13	7	7	2
HSP90 inh	·	2	1	3	·	0	-5	2
IEC-6 tox	·	-4	-4	5	·	-1	6	9
GSK3B inh	1	3	-5	0	-1	1	1	-1

The last four records of the section before open the next one:
37: Cc1ccccc1-[n+]1c(-c2ccccc2)cc(-c2ccccc2)cc1-c1ccccc1
38: CC(=O)c1cn(Cc2ccc(C#N)cc2)c2ccccc12
39: COc1ccc(CNCCc2c[nH]c3ccccc23)c(OC)c1OC
40: O=C(c1ccc(Cl)cc1)C1CCCN(Cc2cccc3cccnc23)C1 (centres undefined)
41: O=C1NCCN2CCCC12 (centres undefined)
42: Clc1ccccc1NC1=NCCCS1
43: CN(C)c1ccc(CN2CC=C(c3ccc(F)cc3)CC2)cc1
44: CCC1(c2ccccc2)C(=O)N(C)C(=O)N(C)C1=O
45: Cc1ccc(C[n+]2c(-c3ccc(C)cc3)cc(-c3ccc(C)cc3)cc2-c2ccc(C)cc2)cc1
46: COc1ccc(OC)c(NC2=NCCS2)c1
47: CCCCCP(=O)(O)c1ccccc1
48: O=C1/C(=C\c2cc3c(cc2Br)OCO3)N2CCC1CC2
Compound	37	38	39	40	41	42	43	44	45	46	47	48
GSK3A inh	4	-3	1	0	2	-2	0	-3	6	-3	-3	10
Platelet DG rel	2	-8	0	-12	·	9	4	-7	-8	8	2	-4
DYRK1A inh	3	-8	8	-1	0	-9	5	1	2	-6	-4	15
aSyn 5UTR inh	47	17	3	-6	·	17	9	36	95*	-9	1	1
KLF5 inh	·	-22	2	-40	-2	-22	28	8	·	10	-22	-12
HSF1 inhib	-5	-6	-6	4	·	-4	-3	-7	9	2	4	-4
HSF-1 act	-13	7	7	2	·	-11	10	-3	1	-4	1	-10
HSP90 inh	·	0	-5	2	-1	1	-2	1	·	2	2	2
IEC-6 tox	·	-1	6	9	5	2	1	6	·	5	0	-4
GSK3B inh	-1	1	1	-1	·	0	4	-1	-10	1	3	-3

49: O=C(O)CCn1cc(C=C2C(=O)NC(=O)NC2=O)c(-c2cc3ccccc3oc2=O)n1
50: COP(=O)(/C=C(\Cl)c1ccccc1)/C=C(\Cl)c1ccccc1
51: Clc1cccc(CNCCc2ccc3c(c2)OCO3)c1
52: COC1=CC(=O)OC(/C=C/c2ccccc2)C1 (centres undefined)
53: CCOc1ccccc1NC(=O)N1CCC2(CC1)OCCO2
54: COc1ccc(OC)c(N=Cc2c(O)n(Cc3ccccc3)c(=S)[nH]c2=O)c1
55: CN(C)C(=O)Oc1ccc(OCc2n(C)c3ccccc3[n+]2C)cc1
56: O=[N+]([O-])c1ccc(NCCO)c2ncccc12
57: Cc1cccc(-n2c(O)c(/C=N/N3CCOCC3)c(=O)[nH]c2=S)c1
58: O=C(NC1CC1)C1CSC(c2cccnc2)=N1 (centres undefined)
59: COc1cc(OC)cc(-n2nc(C(=O)N3CCC4(CC3)OCCO4)c3ccccc3c2=O)c1
Compound	49	50	51	52	53	54	55	56	57	58	59
GSK3A inh	-1	-5	-3	5	-1	9	-3	15	-2	-7	-1
Platelet DG rel	-1	5	1	5	4	-4	-6	-10	-10	-3	·
DYRK1A inh	-5	-4	-4	7	-2	15	0	0	-7	25	5
aSyn 5UTR inh	-4	-41	-12	-26	2	22	22	15	24	-2	·
KLF5 inh	-3	-15	-27	1	4	-4	-8	-18	-15	-3	-8
HSF1 inhib	-2	-2	2	0	5	4	-2	1	-3	-5	·
HSF-1 act	31	-8	2	5	2	4	-5	4	17	-10	·
HSP90 inh	-1	3	-4	-1	-2	-3	2	3	2	3	3
IEC-6 tox	4	-5	-8	-2	-6	-1	-4	1	-6	1	-5
GSK3B inh	0	2	2	2	-27	1	-6	4	1	1	·

Of the compounds above, 3 contain a furan ring, fused or not:
22: Cc1ccc(/C=C2/C(=O)NC(=O)N(Cc3ccc(F)cc3)C2=O)o1
23: COc1ccc(N2C(=O)/C(=C/c3ccco3)C(=O)NC2=S)cc1
36: CCCCn1c(O)c(C(C)=NCc2ccco2)c(=O)[nH]c1=O
Compound	22	23	36
GSK3A inh	-2	-5	2
Platelet DG rel	-2	16	0
DYRK1A inh	·	1	12
aSyn 5UTR inh	-2	9	-11
KLF5 inh	-8	-5	-15
HSF1 inhib	-4	2	0
HSF-1 act	6	-6	0
HSP90 inh	-5	1	3
IEC-6 tox	-4	-12	5
GSK3B inh	1	-3	0
